Rtt109 HAT inh – C. albicans Rtt109 histone acetyltransferase inhibition; AID 540336; purified Rtt109/Vps75, ThioGlo CoA-SH fluorescence, 4 h; hit rate 0.16% among 330,000; Q5AAJ8; inhibition, % at 34.9 µM;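 active = inhibition of at least 50% in every replicate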
Target sequence (Q5AAJ8 whole entry, looked up): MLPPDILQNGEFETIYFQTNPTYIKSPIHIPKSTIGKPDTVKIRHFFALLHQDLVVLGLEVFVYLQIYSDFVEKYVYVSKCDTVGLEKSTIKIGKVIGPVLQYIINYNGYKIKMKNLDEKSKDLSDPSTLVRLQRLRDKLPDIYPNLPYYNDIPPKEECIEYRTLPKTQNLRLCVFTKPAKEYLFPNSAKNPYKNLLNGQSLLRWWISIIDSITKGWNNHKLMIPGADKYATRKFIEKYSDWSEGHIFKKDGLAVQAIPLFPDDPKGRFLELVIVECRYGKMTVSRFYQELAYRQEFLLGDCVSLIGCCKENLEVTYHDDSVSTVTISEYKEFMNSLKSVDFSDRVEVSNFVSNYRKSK
dFosB act – mouse delta FosB homodimer activation. P13346. purified delta FosB, TAMRA-CDK5 oligo fluorescence polarization; percent of positive-control signal above neutral wells. activation, % at 25 µM. hit rate 0.99% among 340,000. AID 493131;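 active = mean activation above about 17%, with every replicate also reaching it, limit read from the data, passing the limit was not always enough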;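 also: fluorescence polarization rise as delta FosB binds a TAMRA Cdk5 AP-1 oligo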
SR-BI DiI inh – inhibitors of mouse SR-BI mediated HDL lipid uptake | Q61009 | ldlA[mSR-BI] CHO cells, DiI-HDL uptake fluorescence, 3 h | inhibition, % at 12.5 µM | hit rate 0.96% among 320,000 | AID 488896;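 active = mean replicate inhibition of at least 70% and a set share of replicates each scoring 70 or more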;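 also: 0% = median of neutral control wells and 100% = median of positive control wells; values of inactives mirror those of a sister screen read the other way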
Target sequence (Q61009 whole entry, looked up): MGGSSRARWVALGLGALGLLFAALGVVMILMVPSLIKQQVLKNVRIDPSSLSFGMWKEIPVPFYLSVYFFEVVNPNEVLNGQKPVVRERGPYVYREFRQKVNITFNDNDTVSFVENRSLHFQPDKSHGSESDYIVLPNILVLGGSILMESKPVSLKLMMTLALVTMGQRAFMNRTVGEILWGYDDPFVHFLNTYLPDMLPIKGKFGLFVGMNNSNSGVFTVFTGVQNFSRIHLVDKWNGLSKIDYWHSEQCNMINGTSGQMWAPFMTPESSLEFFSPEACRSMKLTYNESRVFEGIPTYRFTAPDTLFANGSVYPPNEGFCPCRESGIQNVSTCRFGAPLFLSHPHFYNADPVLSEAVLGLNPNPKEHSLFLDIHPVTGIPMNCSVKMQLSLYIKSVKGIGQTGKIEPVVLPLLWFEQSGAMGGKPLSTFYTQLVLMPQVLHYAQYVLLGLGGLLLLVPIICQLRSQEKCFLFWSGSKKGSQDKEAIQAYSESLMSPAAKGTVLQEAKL
NSD2 inh – NSD2 (human) methyltransferase inhibition; O96028; NSD2 peptide methylation, AlphaScreen, 120 min; inhibition, % at 12.5 µM; hit rate 0.54% among 310,000; in the data active = inhibition above about 50%
SR-BI DiI-HDL act – enhances SR-BI lipid uptake from DiI-HDL. AID 504775. hit rate 0.096% among 320,000. CHO ldlA[mSR-BI] cells, DiI-HDL uptake fluorescence, 3 h; 100 = double the neutral-control signal. activation, % at 12.5 µM;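 active = mean replicate activation of at least 60% and every replicate at or above 60%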;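 also: 0% = median plate neutral-control signal and 100% = twice that signal; values of inactives mirror those of a sister screen read the other way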
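System: CHO ldlA[mSR-BI] cells / Medium: HEPES-buffered (25 mM, pH 7.4) F12 plus 0.5% BSA / Probe or stimulus: labelled HDL, 10 µg/mL / Doses: single compound concentration, delivered by pin transfer / Schedule: 3 h, 37 °C / Measured by: DiI fluorescence, bottom read / Measure: cell-associated DiI fluorescence as measure of HDL uptake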
PvdQ acylase – P. aeruginosa PvdQ acylase inhibition | purified PvdQ acylase, fluorescence plate reader | inhibition, % at 10 µM | hit rate 0.063% among 340,000 | AID 488965; in the data active = inhibition above about 30%, passing the limit was not always enough;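 also: 0% = vehicle neutral wells and 100% = reference inhibitor wells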
MITF act – MITF TRPM1 promoter activation in melanoma cells; hit rate 0.75% among 300,000; SK-MEL-5 TRPM1-promoter luciferase, 24 h; % of positive control, neutral wells = 0; activation, % at 12.5 µM;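 active = mean activation of at least 80% with every replicate also reaching 80%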;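 also: 0% = neutral control wells and 100% = parthenolide positive control wells; values of inactives mirror those of a sister screen read the other way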
CAL PDZ FP-1 – CAL PDZ (human) peptide binding inhibition | Q9HD26 | inhibition, % at 24.9 µM | purified CAL PDZ, TMR-peptide fluorescence polarization, 1 h | AID 602252 | hit rate 0.92% among 300,000;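 active = mean inhibition of at least 30% with at least half of replicates also reaching 30%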;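 also: 0% = DMSO neutral control and 100% = excess unlabeled competitor peptide PRC23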
CAL PDZ FP-2 – inhibitors of human CAL PDZ peptide binding | purified CAL PDZ, TMR-peptide fluorescence polarization, 1 h | AID 504414 | Q9HD26 | inhibition, % at 20 µM | hit rate 0.02% among 330,000;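 active = highest replicate inhibition of at least 40%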;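 also: plate controls were DMSO neutral control wells for no effect and unlabeled competitor peptide control wells for full effect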
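System: tagged CAL PDZ domain. Schedule: 1 h room-temperature incubation prior to read. Signal: fluorescence polarization (mP). Measure: percent inhibition from loss of millipolarization.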
PfHsp90 set2 – inhibits growth of yeast expressing Plasmodium falciparum Hsp90; S. cerevisiae expressing PfHsp90, BacTiter-Glo ATP, 48 h; yeast lacking PDR1 and PDR3 efflux regulators; hit rate 0.32% among 310,000; inhibition, % at 9.4 µM;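 active = every replicate shows inhibition above about 80%, whatever the replicate mean, limit read from the data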;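 also: 0% = DMSO neutral controls and 100% = 20 µM radicicol positive controls; yeast relying on Plasmodium falciparum Hsp90 in place of its own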
An asterisk follows results filed as active; i = inactive; . = no result given. Not a hit list; overall some 4.3% were active at least once.

SMILES	Rtt109 HAT inh	dFosB act	SR-BI DiI inh	NSD2 inh	SR-BI DiI-HDL act	PvdQ acylase	MITF act	CAL PDZ FP-1	CAL PDZ FP-2	PfHsp90 set2
COc1ccc(S(=O)(=O)N2CCCC(C(=O)O)C2)cc1 (configuration not stated)	7	-4	-19	-2	19	-16	-4	-1	-0.8	39
COc1ccc(N2CCN(C(=O)C3CCN(S(=O)(=O)N4CCOCC4)CC3)CC2)cc1	4	0	-8	-4	8	-7	-6	0	-0.5	-1
Cc1ccc2[nH]c(=O)c(CN(CCc3ccccc3)Cc3nnnn3CC3CCCO3)cc2c1 (configuration not stated)	-8	-15	24	2	-23	-14	-4	-2	-0.1	10
CC(C)CNC(=O)NC(=O)COC(=O)c1ccccc1Sc1ccc(C(F)(F)F)cc1[N+](=O)[O-]	-4	-10	4	0	-4	-11	-3	2	-1.7	15
CCOC(=O)C1CCN(C(=O)C2CCN(c3nnc(-n4cccc4)s3)CC2)CC1	4	-5	16	1	-16	-1	-8	2	-2.0	-5
CCOC(=O)c1sc(NC(=O)c2cccc(S(=O)(=O)N3c4ccccc4CC3C)c2)cc1C (configuration not stated)	9	-9	43	-2	-43	23	-5	-5	-0.7	-4
CCCNC(=O)c1ccc(N2CCC3(CC2)CC(c2ccccc2)=NO3)c(NC(=O)Cc2ccc(F)cc2)c1	-3	-5	21	.	-21	-18	-8	0	-1.8	21
O=C(NNC(=O)c1cc(-c2ccccc2)n(-c2ccccc2)n1)c1cccc([N+](=O)[O-])c1	1	-5	1	2	-1	-10	-5	-6	-0.7	-1
Cc1cc(C)n2nc(SCCOc3ccccc3F)nc2n1	-13	-1	8	-2	-8	-14	61	2	0.0	-4
CC1CCCCC12NC(=O)N(CC(=O)OCc1ccc(Br)cc1)C2=O (configuration not stated)	0	-8	5	-2	-5	-8	2	-4	0.1	-26
O=C(NCc1ccco1)c1nn2c(C(F)(F)F)cc(-c3cccs3)nc2c1Cl	-14	-3	18	2	-18	-1	5	-4	-0.2	-4
COc1cccc(-c2[nH]nc3c2C(c2ccsc2)C(C#N)=C(N)O3)c1 (configuration not stated)	3	1	14	1	-14	-1	-2	-1	-1.5	3
CCCC(=O)NC(=S)N1CCN(c2ccc([N+](=O)[O-])cc2)CC1	-1	0	-8	-2	8	14	-17	-2	0.3	-1
CN1CCc2c(sc(NC(=O)C3CCCCC3)c2C(N)=O)C1	8	-7	-42	.	42	9	.	.	0.3	25
O=C(COC(=O)CCCC1=NS(=O)(=O)c2ccccc2N1)Nc1ccc(Br)cc1	9	-8	-1	-7	1	5	-3	2	-1.0	2
CN1/C(=c2/s/c(=C3/C(=O)N(c4ccccc4)NC3=Nc3ccccc3)n(C)c2=O)C(C)(C)c2ccccc21	7	3	43	0	-43	-3	5	-4	0.5	1
CN(CC(=O)N1CCN(c2ccccn2)CC1)S(=O)(=O)c1ccc(Cl)cc1	7	-6	.	1	.	-11	-8	4	-0.5	-26
Cc1ccc2cc3c(=O)n(C)cc(C=O)c3nc2c1	-7	-14	.	.	.	-5	-14	-1	-3.0	-8
Clc1ccc2c(c1)Nc1ccccc1CC2	-1	0	9	11	-9	10	.	.	0.3	-11
COc1ccccc1NC(=O)c1cc(S(=O)(=O)N2CCC3(CC2)OCCO3)ccc1F	3	-3	33	-4	-33	-11	-9	-3	-2.0	-38
O=C(c1coc(=O)c(Br)c1)N1CCOCC1	-5	-5	.	141*	.	2	-3	-3	-0.6	3
Cc1cccc(C)c1NC(=O)CNC(=O)c1c(C)nn(-c2ccccc2)c1C	-9	2	-9	-3	9	2	1	-2	1.4	.
COC(=O)c1ccc(N2CCN(CC(=O)c3ccc(C)cc3)CC2)c([N+](=O)[O-])c1	2	-4	17	2	-17	15	-15	-1	-2.6	13
CCOC(=O)C1CCN(S(=O)(=O)NC[C@H]2O[C@@H](n3cnc4c(N)ncnc43)[C@H](O)[C@@H]2O)C1 (some centres not stated)	-5	5	-12	.	12	20	-3	1	1.6	-13
COc1ccc(-n2c(C)c(C(=O)O)c3cc(OC)c4ccccc4c32)cc1	-3	-11	4	6	-4	7	-20	-9	-3.1	-9

An excerpt of these results, with bars between the fields.
SMILES | Rtt109 HAT inh | dFosB act | SR-BI DiI inh | NSD2 inh | SR-BI DiI-HDL act | PvdQ acylase | MITF act | CAL PDZ FP-1 | CAL PDZ FP-2 | PfHsp90 set2
CC1CCCCC12NC(=O)N(CC(=O)OCc1ccc(Br)cc1)C2=O (configuration not stated) | 0 | -8 | 5 | -2 | -5 | -8 | 2 | -4 | 0.1 | -26
O=C(NCc1ccco1)c1nn2c(C(F)(F)F)cc(-c3cccs3)nc2c1Cl | -14 | -3 | 18 | 2 | -18 | -1 | 5 | -4 | -0.2 | -4
COc1cccc(-c2[nH]nc3c2C(c2ccsc2)C(C#N)=C(N)O3)c1 (configuration not stated) | 3 | 1 | 14 | 1 | -14 | -1 | -2 | -1 | -1.5 | 3
CCCC(=O)NC(=S)N1CCN(c2ccc([N+](=O)[O-])cc2)CC1 | -1 | 0 | -8 | -2 | 8 | 14 | -17 | -2 | 0.3 | -1
CN1CCc2c(sc(NC(=O)C3CCCCC3)c2C(N)=O)C1 | 8 | -7 | -42 | . | 42 | 9 | . | . | 0.3 | 25
O=C(COC(=O)CCCC1=NS(=O)(=O)c2ccccc2N1)Nc1ccc(Br)cc1 | 9 | -8 | -1 | -7 | 1 | 5 | -3 | 2 | -1.0 | 2

Looked up one by one from the entries so far, four records:
SMILES	Rtt109 HAT inh	dFosB act	SR-BI DiI inh	NSD2 inh	SR-BI DiI-HDL act	PvdQ acylase	MITF act	CAL PDZ FP-1	CAL PDZ FP-2	PfHsp90 set2
CC1CCCCC12NC(=O)N(CC(=O)OCc1ccc(Br)cc1)C2=O (configuration not stated)	0	-8	5	-2	-5	-8	2	-4	0.1	-26
COc1ccccc1NC(=O)c1cc(S(=O)(=O)N2CCC3(CC2)OCCO3)ccc1F	3	-3	33	-4	-33	-11	-9	-3	-2.0	-38
O=C(COC(=O)CCCC1=NS(=O)(=O)c2ccccc2N1)Nc1ccc(Br)cc1	9	-8	-1	-7	1	5	-3	2	-1.0	2
CC(C)CNC(=O)NC(=O)COC(=O)c1ccccc1Sc1ccc(C(F)(F)F)cc1[N+](=O)[O-]	-4	-10	4	0	-4	-11	-3	2	-1.7	15

New compounds follow.
SMILES	Rtt109 HAT inh	dFosB act	SR-BI DiI inh	NSD2 inh	SR-BI DiI-HDL act	PvdQ acylase	MITF act	CAL PDZ FP-1	CAL PDZ FP-2	PfHsp90 set2
CCc1ccc(-c2nc(CS(=O)CC(=O)NCc3ccccc3)c(C)o2)cc1 (configuration not stated)	-1	-14	-29	5	29	-14	-27	71*	-1.1	-32
c1ccc(Nc2ccccn2)cc1	-8	1	-27	-3	27	-8	.	2	-0.1	.
Cc1ccccc1C(=O)N1CCC(C(=O)NCc2ccc(Cl)cc2)CC1	-1	4	-12	-2	12	2	2	5	-0.5	-8
COC(=O)c1ccc(CSc2ccc3nnc(-c4ccc(F)cc4)n3n2)o1	4	-27	2	2	-2	-4	7	-4	-4.4	10
CCCOc1ccc(C(CC(=O)O)NC(=O)c2sc3ccccc3c2Cl)cc1 (configuration not stated)	7	-6	-32	-1	32	12	1	-3	-0.5	-13
O=C(CC1SC2=NCCN2C1=O)Nc1ccc(Br)cc1 (configuration not stated)	-3	-9	-11	-2	11	-14	-9	-2	-1.9	.
CCS(=O)(=O)n1nc(-c2ccco2)nc1SC	6	-2	-9	8	9	-14	.	5	-1.6	3
CC(NC(=O)c1cc(S(=O)(=O)N2CCOCC2)cn1C)c1ccccc1 (configuration not stated)	-1	-2	-2	.	2	0	.	-2	0.7	14
Cc1cccn2c(=O)c(C=O)c(Nc3ccccc3)nc12	1	-6	.	.	.	-16	19	-6	-1.9	31
O=C1OC(c2ccccc2)Cc2cc(C(=O)N3CCN(c4ccc(F)cc4)CC3)ccc21 (configuration not stated)	-6	-8	8	-4	-8	-5	3	-1	-3.0	14
O=C(NC1CC1)C1CCN(C2CCN(C(=O)CC3=CCCCC3)CC2)CC1	8	-11	-7	1	7	-6	-12	-3	-1.6	27
Cc1cc(N/N=C/c2c(O)ccc3ccccc23)nc(-c2ccccc2O)n1	-9	-3	91*	1	-91	10	-1	.	-0.4	-19
CC(=O)OC1CCC2(C)C3CCC4(C)C(C(C)=O)CCC4C3CC3OC32C1 (configuration not stated)	6	1	-16	0	16	-6	-10	.	-0.8	.
CC(C)OC(=O)c1c(-c2ccc(C(C)C)cc2)csc1NC(=O)C1CCCO1 (configuration not stated)	7	-8	22	-6	-22	6	0	-3	.	-39
Cc1ccc(S(=O)(=O)NC(=O)N2CCCN(Cc3ccc(F)cc3)CC2)cc1	1	1	14	.	-14	-14	0	.	-0.4	6
c1ccc(-n2nnnc2Oc2cccc3cccnc23)cc1	2	-4	0	-3	0	10	-16	-3	-0.6	8
O=c1cc(CN2CCOCC2)c2cc(Cl)c(O)cc2o1	i	4	-3	1	3	-7	-5	-3	-2.6	-8

Full records, looked up by structure. Screens in order: Rtt109 HAT inh, dFosB act, SR-BI DiI inh, NSD2 inh, SR-BI DiI-HDL act, PvdQ acylase, MITF act, CAL PDZ FP-1, CAL PDZ FP-2, PfHsp90 set2
Cc1cccc(C)c1NC(=O)CNC(=O)c1c(C)nn(-c2ccccc2)c1C reads -9, 2, -9, -3, 9, 2, 1, -2, 1.4, .
Cc1cc(C)n2nc(SCCOc3ccccc3F)nc2n1 reads -13, -1, 8, -2, -8, -14, 61, 2, 0.0, -4
